# NOD2 RIPK2 PPI = NOD2-RIPK2 protein interaction inhibition; O43353; CHO BLA complementation NOD2-RIPK2, CCF4 ratio; inhibition, % at 4.98 µM; 360,000 compounds, 0.38% hits; in the data active means inhibition above about 21%;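 further: 0% = vehicle only and 100% = reference blocker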
# NCOA2 inhibitor = human SRC2 (NCOA2) inhibition; Q15596; HEK293 GAL4-SRC2 luciferase reporter, luminescence; inhibition, % at 9 µM; 370,000 compounds, 0.17% hits;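 active means inhibition above the mean inhibition of all tested compounds plus 3 SD, set per campaign, cut at about 52% in these data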;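 further: 0% = DMSO treated cells and 100% = cells given Gossypol at 36 µM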
# Target sequence (Q15596 whole entry, looked up, the tested form may be a part): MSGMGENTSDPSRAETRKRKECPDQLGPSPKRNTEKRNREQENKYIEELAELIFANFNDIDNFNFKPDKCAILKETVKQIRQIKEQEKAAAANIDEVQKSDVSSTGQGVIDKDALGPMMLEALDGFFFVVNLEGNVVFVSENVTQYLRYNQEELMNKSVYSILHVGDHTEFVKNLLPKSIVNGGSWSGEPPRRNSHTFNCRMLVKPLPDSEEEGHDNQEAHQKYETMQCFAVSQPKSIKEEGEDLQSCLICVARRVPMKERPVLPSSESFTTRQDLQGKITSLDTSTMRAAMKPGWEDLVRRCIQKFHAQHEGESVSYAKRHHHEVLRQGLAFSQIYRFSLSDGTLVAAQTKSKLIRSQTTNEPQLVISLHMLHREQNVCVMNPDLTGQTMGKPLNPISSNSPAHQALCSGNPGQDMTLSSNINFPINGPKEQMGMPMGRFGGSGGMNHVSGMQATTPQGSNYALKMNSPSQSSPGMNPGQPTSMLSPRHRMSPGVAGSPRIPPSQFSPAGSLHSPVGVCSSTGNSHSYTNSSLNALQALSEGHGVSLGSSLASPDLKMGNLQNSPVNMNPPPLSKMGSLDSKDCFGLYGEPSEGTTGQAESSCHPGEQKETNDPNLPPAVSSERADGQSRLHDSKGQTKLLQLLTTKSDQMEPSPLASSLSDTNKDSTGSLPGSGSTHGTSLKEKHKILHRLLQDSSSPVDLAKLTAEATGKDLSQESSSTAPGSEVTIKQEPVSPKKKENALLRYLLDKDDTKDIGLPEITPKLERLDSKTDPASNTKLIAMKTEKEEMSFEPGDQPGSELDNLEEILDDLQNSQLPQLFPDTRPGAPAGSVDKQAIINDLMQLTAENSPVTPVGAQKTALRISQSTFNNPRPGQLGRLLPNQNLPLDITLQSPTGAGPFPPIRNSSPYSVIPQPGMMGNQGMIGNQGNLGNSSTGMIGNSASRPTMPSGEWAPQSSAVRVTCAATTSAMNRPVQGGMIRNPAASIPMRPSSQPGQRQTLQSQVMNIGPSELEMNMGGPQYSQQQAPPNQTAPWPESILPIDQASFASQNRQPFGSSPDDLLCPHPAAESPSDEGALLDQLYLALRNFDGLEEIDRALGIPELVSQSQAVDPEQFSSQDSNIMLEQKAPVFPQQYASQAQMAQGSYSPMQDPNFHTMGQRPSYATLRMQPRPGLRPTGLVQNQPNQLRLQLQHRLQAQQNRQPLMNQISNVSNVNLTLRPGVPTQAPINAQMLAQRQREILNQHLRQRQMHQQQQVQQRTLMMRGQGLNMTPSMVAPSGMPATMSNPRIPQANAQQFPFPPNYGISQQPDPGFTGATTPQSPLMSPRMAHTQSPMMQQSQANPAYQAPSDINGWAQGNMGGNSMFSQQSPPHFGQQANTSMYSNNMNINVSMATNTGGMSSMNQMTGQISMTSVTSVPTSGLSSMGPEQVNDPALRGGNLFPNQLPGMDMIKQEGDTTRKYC
# SRC3 inh = inhibits human SRC3 coactivator; inhibition, % at 3.6 µM; AID 588352; 360,000 compounds, 0.17% hits; Q9Y6Q9; HEK293 GAL4-SRC3 luciferase reporter, luminescence;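 active means inhibition above a per-campaign cutoff, the mean of all compounds plus 3 SD, cut at about 60% in these data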;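 further: 0% = DMSO-treated cells and 100% = gossypol-treated cells at 36 µM; higher means less SRC3-driven luciferase light from the GAL4 reporter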
# SRC1 inh = inhibits human SRC1 coactivator | Q15788 | HEK293 GAL4-SRC1 luciferase reporter, luminescence | inhibition, % at 3.6 µM | 360,000 compounds, 0.12% hits | AID 588354;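 active means inhibition above the campaign mean plus 3 SD, with each screening campaign given its own cutoff, cut at about 60% in these data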;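 further: 0% = DMSO treated cells and 100% = gossypol at 36 µM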
# TLR9-MyD88 block = blocks human TLR9 binding to MyD88. CHO BLA complementation TLR9-MyD88, CCF4 FRET ratio. 340,000 compounds, 0.21% hits. inhibition, % at 4.98 µM. AID 504734. Q9NR96+Q99836;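 active means inhibition above the mean over all tested compounds plus 3 SD, cut at about 21% in these data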;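 further: 0% = DMSO only wells and 100% = clavulanate BLA inhibitor control wells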
# EBV LMP1 NFkB = inhibitors of Epstein-Barr LMP1-induced NF-kappaB reporter; LMP1-induced NF-kappaB luciferase reporter cells, luminescence; 350,000 compounds, 0.69% hits; inhibition, % at 12.5 µM; in the data active means inhibition above about 41%;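 further: 0% = neutral control wells and 100% = reference inhibitor control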
# NR2F2 inh = inhibitors of human COUP-TFII (NR2F2); HEK293T NGFI-A luciferase reporter, luminescence; inhibition, % at 8.6 µM; 370,000 compounds, 0.7% hits; AID 686940;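 active means inhibition above a per-plate cutoff, mean inhibition of test wells between control levels plus 3 SD, cut at about 38% in these data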;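 further: cells cotransfected with COUP-TFII expression vector driving the NGFI-A reporter; 0% = median of COUP-TF2 test wells and 100% = reporter-only cells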
# TROY NFkB inh = inhibitors of TROY-dependent NF-kB signaling. 360,000 compounds, 0.98% hits. AID 1347056. Q293 LMP1-TROYcd NF-kB luciferase reporter, 4 h. inhibition, % at 10 µM;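 active means compounds whose plate-normalised and pattern-corrected inhibition of the luciferase reporter signal at the single screening dose is 50% or more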
# C8 TRAIL sens = caspase-8 TRAIL sensitization; NB7+C8 cells + TRAIL, ATPlite viability luminescence; 360,000 compounds, 1% hits; inhibition (viability loss, TRAIL sensitization), % at 10 µM; AID 624354;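 active means compounds causing at least 50% loss of cell viability in the single-dose screen, relative to plate controls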
# TWEAK-Fn14 inh = blocks TWEAK-Fn14 interaction in a reporter cell assay; AID 1159606; inhibition, % at 10 µM; TWEAK-stimulated Fn14 reporter cells, luciferase luminescence, 8 h; 360,000 compounds, 2% hits; in the data active means inhibition above about 50%
# NR5A2 inv ag = inverse agonists of human LRH-1 (NR5A2). O00482. HEK293T StAR-luciferase reporter, LRH-1 transfected, 24 h. inhibition, % at 3.6 µM. 360,000 compounds, 0.13% hits. AID 602396;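 active means inhibition above the mean inhibition of all tested compounds plus 3 SD, cut at about 73% in these data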;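 further: 0% = DMSO wells and 100% = reporter-only cells lacking LRH-1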
# Numbers without * were called inactive; . = no result given. These rows are one share of the data (hit frequency here may not be typical).
SMILES,NOD2 RIPK2 PPI,NCOA2 inhibitor,SRC3 inh,SRC1 inh,TLR9-MyD88 block,EBV LMP1 NFkB,NR2F2 inh,TROY NFkB inh,C8 TRAIL sens,TWEAK-Fn14 inh,NR5A2 inv ag
CSc1ccccc1C(=O)OCC(=O)Nc1c(C)n(C)n(-c2ccccc2)c1=O,-7.7,-26.6,-2.8,-0.9,-2.8,5.2,-3.7,12.1,10.1,1.8,10.0
Cn1nc(C(=O)Nc2ccc(Cl)cc2)cc1C(=O)Nc1ccc(Cl)cc1,-15.7,4.8,5.9,14.1,6.5,3.7,5.8,3.2,6.8,21.5,-0.9
CCOc1ccccc1OCCCC(=O)N1CCN(S(=O)(=O)c2ccccc2C#N)CC1,-1.9,-18.1,7.2,14.9,1.1,-17.3,0.1,-3.5,-8.7,12.7,15.9
COC(=O)C1=C(C)N(CCCCCC(=O)O)C(=O)NC1c1ccccc1 (stereo not drawn),1.7,13.8,-4.2,-23.5,9.2,-7.5,-11.8,0.7,-9.1,9.1,20.8
CCCS(=O)(=O)NC(=O)C1(C)CCCN(C(=O)c2sccc2C)C1 (stereo not drawn),-5.8,1.1,-17.4,-14.5,.,.,-5.6,4.3,-16.9,-9.8,12.7
CCC1CN(C(=O)NCc2ccccc2)c2cc(Cl)ccc2O1 (stereo not drawn),-8.1,-7.2,15.3,7.0,-3.9,-2.6,-0.1,-9.1,-1.6,-4.4,1.3
O=C(Nc1ccc2ncccc2c1)Nc1ccc2ncccc2c1,-2.5,-37.2,-52.7,-9.7,5.1,-2.8,-41.9,-24.5,18.5,-38.8,-40.3
Cc1ccnc2nc(C(=O)Nc3nc(-c4ccccn4)cs3)nn12,-4.9,-30.3,9.2,-3.9,-8.0,-4.1,-13.7,-32.7,-1.3,-0.8,-14.4
COc1ccc(S(=O)(=O)Nc2c(C)n(C)n(-c3ccccc3)c2=O)cc1,-12.7,-20.0,-15.9,8.7,13.2,-6.5,2.2,6.7,-1.7,11.7,17.0
Cc1ccccc1NC(=O)CCCCCN1C(=O)[C@@H]2Cc3ccccc3CN2C1=O,2.8,17.7,13.1,1.8,-0.6,-10.2,-13.3,-4.9,6.2,-10.3,1.4
O=C(O)c1cc2ccccc2c2cc(Br)ccc12,9.2,-18.7,-21.7,-5.3,-13.3,-0.5,15.5,-1.3,-30.8,15.6,-5.1
O=C(COC(=O)C1CCN(S(=O)(=O)c2ccccc2)CC1)NCCc1ccccc1,-4.1,-1.9,5.4,-23.4,7.2,-0.4,5.9,10.5,9.5,11.0,-7.0
O=C(Nc1nc2ccccc2s1)C1CCN(C(=O)c2ccco2)CC1,7.1,-10.4,-9.3,-8.6,0.9,4.1,-10.5,-9.4,-6.1,22.0,-21.1
Cc1ccc(S(=O)(=O)c2ccc(Cl)cc2)cc1S(=O)(=O)N(C)CC(=O)O,-18.9,-11.3,4.6,-17.7,1.3,-8.4,-7.5,-11.6,-4.5,-11.2,14.2
C=CCNC(=S)N/N=C/c1ccc(-c2cc(Cl)ccc2Cl)o1,-10.5,14.2,-18.0,-6.5,7.5,-23.9,15.5,7.8,14.4,24.1,5.2
COc1cccc(NC(=S)N2CCC(N(C)CC3CCCO3)CC2)c1 (stereo not drawn),-0.5,-25.2,2.2,-23.0,4.6,-2.0,-1.7,1.7,-0.1,-11.8,12.1
O=C(Nc1ccnn1C1CCN(Cc2ccc(CO)o2)CC1)c1cccc(F)c1,8.4,-16.9,-11.6,3.4,4.7,0.0,-0.3,7.9,-12.8,4.5,8.7
Cc1cnnc2c1-c1nonc1CC2,-6.8,-31.7,-0.1,5.7,-1.1,-4.4,1.7,3.6,1.1,-22.9,6.3
Cc1ccccc1NC(=O)CN1CCc2ccccc2C1,0.1,5.4,-18.8,4.7,-3.4,2.6,-1.7,-2.4,6.6,-9.8,-4.0
CCCCN(C(=O)c1cc2c(s1)CCC2)c1c(N)n(CCCC)c(=O)[nH]c1=O,-1.9,-24.7,0.1,-15.6,9.3,-2.8,0.9,-10.0,23.3,-5.6,-4.7
CC(C)C1C(=O)N(Cc2cn(Cc3ccco3)nn2)CCS(=O)(=O)N1Cc1ccc(-c2ccc(F)cc2)cc1 (stereo not drawn),-8.4,-10.8,-2.5,7.4,-6.4,-3.2,7.7,-2.0,14.0,16.2,0.1
CCN(c1ccc(F)cc1)S(=O)(=O)c1ccc2[nH]cc(C(=O)NCCCN3CCOCC3)c(=O)c2c1,-1.6,-31.1,-0.3,-3.9,-5.6,7.9,-0.3,10.9,-5.4,0.5,-7.9
CCOc1ccc(C2c3[nH]c4ccccc4c3CCN2Cc2cn(CC)nc2C)cc1 (stereo not drawn),-2.0,-13.1,-9.5,-1.1,6.8,2.5,-8.2,38.0,0.7,-9.6,4.7
O=C(CC1Oc2ccccc2NC1=O)NCCCN1CCOCC1 (stereo not drawn),3.2,-14.9,4.7,-0.1,-3.5,-5.4,-3.4,-2.4,-14.5,-6.4,10.7
Cc1cc(NC(=O)c2cc(-c3ccccc3)on2)n(-c2ccccc2)n1,-10.6,-10.6,22.9,-5.6,-11.7,-8.7,-3.8,-3.1,4.6,-25.9,17.5
Cc1ccc2c(c1)N(CCCC(=O)NCCCN1CCCC1=O)C(=O)CO2,1.3,-18.9,10.8,-9.9,5.5,-0.9,0.1,-7.8,3.9,2.2,9.1
COc1ccccc1N(C(=O)c1snc(C(N)=O)c1N)C(C(=O)NC1CCCC1)c1ccc2ncccc2c1 (stereo not drawn),-4.7,-34.1,20.7,-0.2,-2.3,-13.3,9.4,-33.7,-10.1,9.1,17.4
O=C1CCC(=O)N1c1nc2n(n1)C(c1ccccc1)C=C(c1ccc(Br)cc1)N2 (stereo not drawn),38.9*,-7.8,10.9,14.3,14.3,6.0,-8.4,-6.7,0.4,6.1,0.9
Cc1ccc(Cc2c(-c3cccc(Br)c3)nc3cc(C)c(Br)c(C)n23)cc1,-11.7,-50.9,2.6,-2.9,.,.,-0.5,-21.1,12.8,-8.5,4.6
CCOC(=O)c1nn(-c2cccc(OC)c2)c2nc(Nc3ccccc3)cc(=O)n12,0.1,4.7,-12.2,-0.8,-9.9,-5.5,24.2,13.0,-3.2,21.9,-0.7
CCCc1cc(=O)[nH]c(SCC(=O)Nc2cccc(S(=O)(=O)N3CCOCC3)c2)n1,2.5,13.5,8.6,-3.6,-7.4,2.0,2.2,4.8,-35.6,5.4,-16.4
CC1CCN(C(=O)c2ccc(-c3ccccc3Cl)o2)CC1,10.4,-78.0,-79.8,-70.0,5.3,-65.5,-45.8,-50.9,30.1,-19.9,-153.1
O=C(NCc1ccncc1)c1cc2ccccc2nc1Cl,-6.2,0.1,-29.2,12.4,7.5,-2.9,-1.1,-9.4,-3.8,-8.5,0.4
CC(=O)Nc1cccc(NC(=O)CSc2ccc(-c3ccco3)nn2)c1,7.8,-31.4,-17.1,-22.8,-1.6,6.5,-19.1,3.4,-5.4,6.4,-21.0
O=C(Nc1ccc2c(c1)OCCO2)c1ccc(Cl)c(Cl)c1,-2.9,-53.1,-62.9,-94.7,-1.6,-42.8,-25.0,-23.7,6.4,-1.2,-128.8
Cc1cc2ncn(-c3ncccc3[N+](=O)[O-])c2cc1C,-1.5,3.6,-3.7,-3.0,3.1,4.1,-1.2,7.4,-9.9,-4.2,-1.3
Cc1ccccc1NC(=O)c1ccc(-c2ccc(Cl)cc2Cl)o1,-4.3,-24.8,-3.5,1.1,3.7,-5.3,-7.1,-43.1,13.2,-17.7,-21.9
CCCCOc1ccc(NS(=O)(=O)c2ccc(-n3cnnn3)cc2)cc1,13.5,18.1,11.2,-8.8,8.1,-3.6,14.2,1.9,-5.6,5.7,-8.1
COc1ccccc1C(=O)NCC(=O)OCC(=O)Nc1cccc(S(=O)(=O)N2CCCCCC2)c1,-6.2,10.9,13.1,-21.4,8.3,1.8,2.0,-0.1,-3.6,-5.8,-3.3
O=C(NCCCN1CCCC1=O)C1CCN(S(=O)(=O)c2ccc(Cl)cc2)CC1,11.0,-10.1,10.6,-14.1,1.1,3.8,-0.5,10.6,-4.0,16.4,-9.6
Cc1ccc(S(=O)(=O)N2CCC(C(=O)NCCN3CCOCC3)CC2)cc1,-3.5,7.3,6.1,-5.9,-9.8,2.6,-1.7,-3.4,-17.7,-6.5,13.1
O=[N+]([O-])c1ccc(Nc2nccc(Cl)n2)cc1,-2.7,-9.6,-21.5,-24.7,.,.,-19.8,-51.5,-25.7,-28.3,-18.0
Cc1ccc(-c2csc3nc(-c4ccncc4)[nH]c(=O)c23)cc1,-4.4,-7.9,-1.2,6.7,0.4,21.4,10.0,0.3,15.8,29.2,0.5
CSCCC(NC(=O)c1ccco1)C(=O)NC1CCC(C)CC1 (stereo not drawn),5.6,-35.6,-35.0,-37.2,-7.0,-25.1,9.4,-18.1,13.3,-9.1,-13.0
COC(=O)C1C(O)=C(C=Nc2ccc(N)cc2)C(=O)CC1(C)C (stereo not drawn),14.0,-3.3,-9.6,-8.3,-13.6,-16.6,12.1,-4.0,6.1,8.6,-7.9
COc1ccc(CC(=S)N2CCOCC2)cc1,-5.2,11.1,4.0,0.0,2.5,-1.0,-7.6,6.2,-11.6,-3.2,-2.5
COC(=O)[C@H](C)NC(=O)NC1CCN(Cc2ccccc2)CC1,-8.2,-19.3,-2.8,-22.1,-8.0,5.3,12.5,2.1,11.9,9.0,15.8
COCCNC(=O)CSc1ncnc2sc(-c3ccccc3)cc12,0.4,-23.1,5.9,-8.6,0.5,3.6,7.8,-40.2,-7.1,-17.2,-4.3
Cc1c(NC2(C#N)CCCC2)c(=O)n(-c2ccccc2)n1C,5.2,.,-8.2,-33.7,7.2,1.9,.,1.2,-2.6,5.8,11.1
CCOC(=O)N1CCN(S(=O)(=O)c2cc(OCC)ccc2OCC)CC1,-3.5,-0.8,11.8,1.1,2.5,0.7,4.3,4.2,-5.7,-4.7,2.8
COc1cc(F)c(S(=O)(=O)N2CCOc3ccccc32)cc1OC,2.4,9.3,13.3,-8.7,10.4,0.9,12.8,19.7,3.5,4.4,15.4
CC(=O)c1c(N2CCCCC2)nc(=S)n(-c2ccccc2)c1C,-5.1,-54.1,-20.5,-15.1,-0.4,4.6,-32.4,15.9,-0.2,-2.1,-53.3
Cc1ccc(-c2nnc(CCC(=O)NCc3csc(C)n3)o2)s1,0.6,17.7,5.9,1.8,7.6,0.6,3.3,-2.8,-3.2,-3.3,-1.1
COc1cc2c(cc1OC)CN(CC(=O)NC(=O)NC(C)(C)C)CC2,-6.3,22.5,13.1,10.6,7.7,1.1,2.9,5.8,-4.2,-14.7,-12.3
COc1ccc(CCN(C)CCC(=O)Nc2cccc(C)c2)cc1OC,2.4,-12.6,15.3,6.9,2.2,10.4,-13.4,-0.5,-16.3,4.2,12.0
CCN(CC)S(=O)(=O)c1ccc(C(=O)OCC(=O)NCc2ccco2)cc1,-1.4,3.6,-0.7,-7.3,-6.5,-30.9,-11.6,14.9,-17.0,9.0,-3.0

# Bioassay records from PubChem BioAssay.
